# From PubChem
# ATG4B inh – blocks human ATG4B protease cleavage of LC3 substrate; actives 0.51% (n = 340,000); ATG4B cleavage of LC3-PLA2, NBD-HPC fluorescence, 1 h; inhibition, % at 8.33 µM; Q9Y4P1; in the data active means inhibition above about 40%
# Target sequence (Q9Y4P1 whole entry, looked up): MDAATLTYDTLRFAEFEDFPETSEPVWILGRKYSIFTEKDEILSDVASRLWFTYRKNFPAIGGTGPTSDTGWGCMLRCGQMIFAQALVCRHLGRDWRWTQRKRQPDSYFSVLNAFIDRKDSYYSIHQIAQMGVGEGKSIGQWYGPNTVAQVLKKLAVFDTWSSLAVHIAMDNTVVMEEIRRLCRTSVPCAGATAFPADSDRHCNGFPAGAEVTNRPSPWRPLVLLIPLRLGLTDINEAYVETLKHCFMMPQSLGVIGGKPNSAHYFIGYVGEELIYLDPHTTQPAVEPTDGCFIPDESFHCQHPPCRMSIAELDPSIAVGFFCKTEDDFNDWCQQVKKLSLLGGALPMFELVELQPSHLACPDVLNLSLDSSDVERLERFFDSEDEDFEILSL
# HKDC1 inh – blocks human hexokinase HKDC1 activity. Q2TB90. recombinant HKDC1, G6PDH/diaphorase resazurin coupled fluorescence. inhibition, % at 20 µM. actives 0.16% (n = 340,000). AID 493160;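 active means inhibition above about 35% when tested at 20 µM, limit read from the data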;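 further: plate controls were DMSO wells with enzyme for no effect and DMSO wells lacking enzyme for full effect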
#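 Material – in-house recombinant HK5 (HKDC1) enzyme · Quantity – HKDC1 at 5 µg/mL · Buffer or medium – pH 8.0 Tris buffer with 10 mM MgCl2 · Reagent – glucose with 1 mM ATP · Dosing – single 20 µM dose · Times – reaction time 90 min, room temperature, protected from light · Technique – resorufin fluorescence at 613 nm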
# MPTP block – inhibitors of mitochondrial permeability transition pore. isolated mouse mitochondria, Ca2+ swelling absorbance, 30 min. inhibition, % at 10 µM. actives 1.4% (n = 360,000). AID 602449;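 active means inhibition of 50% or more, scaled per plate between neutral and stimulator controls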;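 further: 0% = DMSO wells given calcium and 100% = 1 mM EGTA wells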
# PfG6PD inh – PfG6PD (Plasmodium falciparum) enzyme inhibition. PfGluPho enzyme, NADPH resazurin-diaphorase fluorescence. inhibition, % at 20 µM. actives 0.78% (n = 350,000);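 active means inhibition reaching at least a set limit at 20 µM in the primary screen, cut at about 59% in these data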;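 further: 0% = DMSO wells with substrate and 100% = DMSO wells lacking glucose-6-phosphate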
# SENP7 block – SENP7 protease inhibition | Q9BQF6 | recombinant SENP7, Z-RLRGG-aminoluciferin luminescence, 40 min | inhibition, % at 5 µM | actives 1.5% (n = 330,000);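 active means inhibition above about 50% at the single test dose, limit read from the data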;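 further: plate controls were DMSO with enzyme for no effect and no enzyme buffer wells for full effect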
# NR3A LBD binder – modulators (binders) of human NR3A ligand-binding domain; NR3A LBD differential scanning fluorimetry, Tm shift; 0% = protein alone, 100% = glycine-bound protein; Tm shift relative to glycine control, % at 25 µM; actives 2.5% (n = 340,000);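 active means melting temperature shift of at least 10% of the positive control shift, at one fixed dose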
# SENP6 inh – blocks the human protease SENP6 | Q9GZR1 | Recombinant SENP6 catalytic domain, aminoluciferin luminescence | inhibition, % at 10 µM | actives 1.8% (n = 330,000) | AID 2599;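 active means inhibition above about 50% at the single tested dose, limit read from the data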;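 further: plate controls were DMSO wells with enzyme for no effect and DMSO wells lacking enzyme for full effect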
# Target sequence (Q9GZR1 628-1112 limits assumed): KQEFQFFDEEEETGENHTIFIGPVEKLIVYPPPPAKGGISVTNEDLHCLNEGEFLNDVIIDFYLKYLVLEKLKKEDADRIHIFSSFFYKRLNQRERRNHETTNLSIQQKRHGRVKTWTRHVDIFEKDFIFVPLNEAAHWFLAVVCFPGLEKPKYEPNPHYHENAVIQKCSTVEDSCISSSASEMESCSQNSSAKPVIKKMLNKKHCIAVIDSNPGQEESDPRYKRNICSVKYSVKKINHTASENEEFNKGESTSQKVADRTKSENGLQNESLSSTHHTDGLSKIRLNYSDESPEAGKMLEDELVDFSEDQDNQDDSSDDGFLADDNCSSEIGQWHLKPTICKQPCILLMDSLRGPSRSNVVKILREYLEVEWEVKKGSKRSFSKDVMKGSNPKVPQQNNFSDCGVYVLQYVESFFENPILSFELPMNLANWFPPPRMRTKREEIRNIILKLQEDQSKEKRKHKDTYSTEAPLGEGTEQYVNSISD
# SENP8 inh – blocks human SENP8 cleavage of Nedd8 substrate; recombinant SENP8, Nedd8 substrate fluorescence; inhibition, % at 20 µM; actives 0.64% (n = 360,000); in the data active means inhibition mostly above about 40%, no sharp cut-off; inactive means mostly below about 27%
# Target sequence (Q96LD8 whole entry, looked up): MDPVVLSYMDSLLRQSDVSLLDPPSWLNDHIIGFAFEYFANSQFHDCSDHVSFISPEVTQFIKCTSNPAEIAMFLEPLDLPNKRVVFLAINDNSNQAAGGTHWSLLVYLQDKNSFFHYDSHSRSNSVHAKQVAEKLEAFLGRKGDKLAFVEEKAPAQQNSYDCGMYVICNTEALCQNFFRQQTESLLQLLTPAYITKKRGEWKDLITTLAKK
# * hit, by the source's call; nt = not tested or not shown.
SMILES,ATG4B inh,HKDC1 inh,MPTP block,PfG6PD inh,SENP7 block,NR3A LBD binder,SENP6 inh,SENP8 inh
C[C@H](CO)N1C[C@H](C)[C@@H](CN(C)C(=O)Nc2ccc(C(F)(F)F)cc2)Oc2ccc(NC(=O)Nc3ccccc3)cc2C1=O,0.6,0.0,1.0,31.8,7.3,6.5,17.0,4.4
Cc1cc(C)c(OCC(=O)OCCNC(=O)c2cccnc2)c(C)c1,-3.4,-4.0,1.0,-1.1,-1.3,1.9,-12.6,4.7
COC(=O)c1sc(NC(=S)NC(=O)c2ccccc2Cl)nc1C,-3.1,5.0,5.5,-16.9,27.4,-5.2,61.5*,12.7
CCOc1ccc(NC(=O)C2C(c3ccccc3)C2(Cl)Cl)cc1 (stereo unspecified),7.3,0.3,5.8,-1.1,1.4,0.0,1.0,-4.9
Cc1cc(C)n2nc(CC(=O)NNC(=O)c3ccc(N(C)C)cc3)nc2n1,11.8,-5.9,-1.8,-20.1,-1.4,1.2,9.2,-15.2
O=C(CSc1nnnn1-c1cccc2ccccc12)Nc1ccc(C(=O)O)cc1,-0.1,-6.2,0.4,-18.2,-5.2,0.0,-9.7,1.3
CCc1ccc(CN(C)CC(=O)Nc2sccc2C#N)cc1,5.9,14.3,5.5,-12.0,-4.9,-1.9,4.0,5.8
Cc1ccc2c(COC(=O)CC3Sc4ccccc4NC3=O)cc(=O)oc2c1C (stereo unspecified),8.3,-9.7,3.5,6.2,-1.4,0.9,-6.6,23.7
CCN(CC)C(=O)c1cncc(C(=O)N(CC)CC)c1-c1ccccc1,-5.5,1.3,0.7,-2.8,-4.7,1.4,1.2,16.6
CCCN(CCC)CC(O)CN1C(=O)N(CN2C(=O)N(CC(O)CN(CCC)CCC)C(=O)C2(C)C)C(C)(C)C1=O (stereo unspecified),-7.8,-2.8,-1.1,-2.4,4.3,-0.6,-1.6,13.9
Cc1ccc([N+](=O)[O-])c2cccnc12,-3.1,-1.6,1.1,31.4,-4.2,0.0,-1.7,7.6
CCOC(=O)c1c(-c2ccco2)csc1N,-4.6,-2.9,4.8,24.3,-8.3,1.0,-8.9,25.5
O=[N+]([O-])c1ccccc1S(=O)(=O)Oc1ccccc1/C=N/n1cnnc1,6.4,-7.6,-0.3,55.8,7.0,-2.9,-7.4,27.6
CCOC(=O)c1[nH]c(COC(=O)CCOc2ccccc2OC)c(C(=O)OCC)c1C,-11.7,-4.7,1.3,-1.7,5.3,4.2,4.5,-11.1
CC(C)=CCC/C(C)=C/CNC(=O)C[C@H]1C[C@H](C(=O)N2CCOCC2)[C@@]2(C)c3[nH]c4cc(-c5ccco5)ccc4c3CCN2C1=O,-8.9,0.8,-1.4,22.3,-3.5,-3.4,nt,-368.8
CCOC(=O)c1c(S(=O)(=O)NCC(=O)Nc2cccc(C)c2C)c(C)n(C)c1C,16.9,8.8,0.6,1.1,-0.4,3.3,-3.6,-8.9
Cc1onc(-c2c(F)cccc2Cl)c1C(=O)N1CCN(c2ncc(Br)cn2)CC1,-9.4,-4.2,0.8,1.4,-2.6,-1.3,-9.9,-14.5
CCOC(=O)c1ccc(NC(=O)CC2C(=O)N(c3cccc(OC)c3)C(=O)N2CCOC)cc1 (stereo unspecified),-12.9,-2.3,-2.0,0.0,5.0,1.4,-3.8,17.3
CCNc1c(NCC)c(=O)c1=O,-2.5,-1.4,0.8,-3.2,5.5,0.6,-24.4,15.4
CN1/C(=C/C(=O)c2ccc(Cl)cc2)Sc2cc3c(cc21)OCO3,0.3,-1.6,6.3,25.8,1.1,16.1*,-7.9,-278.3
CCCCCC(=O)Nc1nc2ccccc2[nH]1,-8.2,5.1,-1.4,7.0,4.1,-2.7,1.7,0.6
CC(NC(=O)Nc1ccc(Cl)cc1)c1ccccc1 (stereo unspecified),-1.0,-5.6,30.1,15.4,16.0,-7.3,-9.1,13.5
CCOC(=O)C(C)(C)Sc1ncnc2nc[nH]c12,1.7,-7.9,-0.6,-0.1,4.2,0.6,-10.2,11.0
COc1ccc(CNC(=O)c2ccc3c(=O)n(CCCN4CCCC4=O)c(=S)[nH]c3c2)cc1,-1.3,-2.6,0.5,-26.0,-3.4,0.4,3.1,7.3
CCN(CC)S(=O)(=O)c1ccc(NC(=O)c2cc(=O)[nH]c3ccccc23)cc1,-5.9,-3.6,-0.5,7.5,-3.5,-0.4,1.8,-61.1
CCn1c(=O)c(C(=O)NCCN2CCCCC2)c(O)c2ccccc21,6.0,3.6,-2.9,-0.2,10.2,-1.3,-6.5,-14.3
COc1ccc([C@H]2CC(=O)C=C(c3ccc(OC)cc3OC)C2)cc1,4.7,5.1,0.2,-3.3,-1.0,-2.7,-9.7,-89.0
Cn1nc(-c2ccccc2F)c2cc(C(=O)Nc3ccc4c(c3)OCCO4)sc21,-18.5,-0.3,-0.4,32.0,3.1,-5.1,-13.7,0.1
CCN1C(=O)C(O)(CC(=O)c2cc(C)ccc2C)c2ccccc21 (stereo unspecified),-3.9,-2.8,-0.6,-23.5,0.8,-1.9,-6.9,9.9
Cc1c(Cl)cn2c(=O)cc(CN3CCN(c4ccccc4)CC3)nc2c1Cl,-9.1,-4.5,0.5,15.5,-2.9,-3.0,-19.5,-67.8
O=C1CCCc2nc(N3CCc4ccccc43)ncc21,-0.4,-2.6,0.5,1.8,89.1*,-1.1,90.9*,-236.7
CN1CCc2c(sc3nc(SCC(N)=O)n(-c4ccc(Cl)cc4)c(=O)c23)C1,1.8,8.6,0.0,16.3,-2.1,0.5,5.4,-301.6
NC(=O)Oc1cccc(OC(N)=O)c1,-1.3,-3.9,-0.9,-5.5,-2.8,0.4,5.3,5.3
C=CCn1c(SCC(=O)Nc2ccc(O)cc2)nc2sc(C)c(C)c2c1=O,-2.6,-1.9,-0.6,4.0,nt,4.2,nt,8.1
O=C(NN=C(Cc1ccccc1)Cc1ccccc1)c1ccccc1F,2.0,-3.8,-1.2,2.7,-0.7,-1.2,-14.0,4.4
CCc1cccc(C)c1N1C(=O)CC(C)(C)CC1=O,4.5,-7.8,-0.8,-3.4,-8.4,6.6,-10.5,5.4
Cc1cc(NS(=O)(=O)c2ccc(NC(=O)CN3C(=O)NC(C)(c4ccccc4)C3=O)cc2)nc(C)n1 (stereo unspecified),-4.4,-4.2,-2.9,-3.3,-5.3,0.9,1.0,7.2
O=C(C1CCCN(S(=O)(=O)c2ccccc2)C1)N1CCN(c2ccc(F)cc2)CC1 (stereo unspecified),-5.2,-3.0,-0.4,13.1,-5.6,-0.3,-12.9,1.4
Cc1ccc2[nH]c3c(c2c1)CN(C(=O)CN1c2ccc(F)cc2CCC1C)CC3 (stereo unspecified),2.4,8.6,1.0,20.6,-7.2,-2.0,8.0,-22.6
CCOC(=O)c1ccc(-c2c(C)cc3oc(=O)cc(-c4ccccc4)c3c2C)cc1,-4.5,25.3,-2.5,18.2,10.0,0.3,nt,0.8
Cc1ccc(C)c(N(C)C(=O)c2cc3c(=O)[nH]c4ccc(C)cc4c3s2)c1,2.4,6.5,3.0,1.5,-3.9,-4.8,-1.2,-153.5
CCc1c(C)nc2cc(-c3ccc(OC)c(OC)c3)nn2c1NCC1CC1,2.8,1.1,22.3,61.9*,0.9,1.8,5.6,-328.3
O=C(NCc1cccs1)c1cc(C2CC2)on1,-4.8,-1.2,0.7,-14.5,-3.0,-2.9,-7.9,15.4
COc1cccc(C2C(C#N)=C(N)OC3=C2C(=O)CCC3)c1OC(=O)c1ccco1 (stereo unspecified),0.4,-7.3,-0.7,-7.3,8.4,-1.4,-13.0,-4.8
O=C(c1ccccc1NS(=O)(=O)c1ccc(Br)cc1)N1CCOCC1,-1.0,2.6,1.0,-28.1,3.8,-1.1,-7.5,5.3
CN(C)c1ccc(P(=O)(OC2CCCCC2)C(O)c2ccncc2)cc1 (stereo unspecified),-8.3,-0.7,2.6,1.0,2.1,0.9,1.3,13.8
COc1ccc(C2=Nn3c(nnc3-c3ccccc3Cl)SC2)cc1OCC1CC1,-7.1,0.8,0.0,-2.3,-0.7,-22.7,-2.7,-1.2
Cc1cc(C)cc(NC(=O)c2cc(S(=O)(=O)N3CCCC3)cn2C)c1,-1.8,4.1,0.3,-1.1,13.9,-6.3,-12.5,2.0
CCN(CC)c1ccc(NC(=O)Nc2cccc(C(C)=O)c2)cc1,-3.2,-0.9,28.9,34.4,0.1,-10.1,5.9,-203.1
Nc1cc(N)nc(SCC(=O)NCc2ccc3c(c2)OCO3)n1,-8.3,-1.2,-1.1,35.8,3.0,1.2,15.6,-1.9
CCCn1c(C(C)Nc2nc(-c3cc(Cl)c(N)c(Cl)c3)cs2)nc2cc(Cl)c(N3CCCCC3)cc21 (stereo unspecified),-8.1,-0.9,2.1,2.2,-0.1,1.4,-4.9,-14.1
O=C(c1ccc(-c2ccccc2Cl)s1)N1CCOCC1,15.5,1.2,-0.2,-7.1,14.7,-3.8,4.5,10.5
CCn1c(=O)c2sccc2n2c(CCCC(=O)N3CCN(c4ccccn4)CC3)nnc12,-2.6,1.0,0.8,-15.3,-23.0,-0.5,-12.8,-8.9
Cc1c(-c2ccccc2)[n+](=O)c2c(n1[O-])CCCCC2,-10.3,-13.7,0.4,-3.8,-3.5,-9.5,8.0,2.7
CC1(C)CC(=O)C=C(NNC(=O)C2CCCCC2)C1,1.8,-6.2,-1.4,5.9,-8.2,2.1,-7.2,22.2
CCN(C(=O)COC(=O)c1ccc(-n2c(C)ccc2C)cc1)c1c(N)n(Cc2ccccc2)c(=O)[nH]c1=O,-5.3,6.0,0.1,6.9,nt,-2.2,nt,-41.9
C/C(=N/NC(=O)c1ccc(C)s1)c1cccc(NC(=O)COc2ccc(Cl)cc2Cl)c1,6.7,1.0,nt,-12.3,-3.1,6.7,-1.4,nt
CCc1ccc(OCCCCN(C)Cc2ccccc2)cc1,6.7,-3.6,2.1,-2.6,10.4,3.4,15.4,12.4
CCCCn1c(N)c(N(CC(C)C)C(=O)C2CCN(S(=O)(=O)c3ccc(Cl)cc3)CC2)c(=O)[nH]c1=O,-11.1,-4.1,-0.8,-16.1,-4.7,-1.8,-12.9,-11.8
COC(=O)c1ccc2[nH]cc(CCO)c2c1,-0.3,-5.7,0.2,-1.3,8.3,0.6,7.0,-32.0

# A different layout for some results above:
# Below each SMILES: ATG4B inh	HKDC1 inh	MPTP block	PfG6PD inh	SENP7 block	NR3A LBD binder	SENP6 inh	SENP8 inh
> CCCN(CCC)CC(O)CN1C(=O)N(CN2C(=O)N(CC(O)CN(CCC)CCC)C(=O)C2(C)C)C(C)(C)C1=O (stereo unspecified)
→ -7.8	-2.8	-1.1	-2.4	4.3	-0.6	-1.6	13.9
> O=[N+]([O-])c1ccccc1S(=O)(=O)Oc1ccccc1/C=N/n1cnnc1
→ 6.4	-7.6	-0.3	55.8	7.0	-2.9	-7.4	27.6
> Cc1onc(-c2c(F)cccc2Cl)c1C(=O)N1CCN(c2ncc(Br)cn2)CC1
→ -9.4	-4.2	0.8	1.4	-2.6	-1.3	-9.9	-14.5
> CCOC(=O)c1c(-c2ccco2)csc1N
→ -4.6	-2.9	4.8	24.3	-8.3	1.0	-8.9	25.5

# (next part)
SMILES,ATG4B inh,HKDC1 inh,MPTP block,PfG6PD inh,SENP7 block,NR3A LBD binder,SENP6 inh,SENP8 inh
Cc1c(C)n(Cc2ccccc2)c2ccc(C(=O)NCCCN3CCOCC3)cc12,-12.9,1.4,-2.0,2.4,-2.8,0.3,-4.4,-36.1
CCCOc1c(Br)cc(C(=O)OCC(=O)NC2CC2)cc1OC,-13.4,-0.1,0.8,-28.1,5.2,1.9,-13.0,12.8
CCOC(=O)c1cc(-c2ccccc2C)n(CC2CC(c3ccc(OC)cc3)=NO2)n1 (stereo unspecified),-9.0,1.2,-0.4,5.7,4.6,-1.8,-2.7,14.4
O=S(=O)(Nc1nc2ccccc2nc1-[n+]1cccc(N=C([O-])c2ccc(Cl)cc2)c1)c1ccccc1,-15.3,5.4,nt,20.6,-3.5,-8.6,-29.7,nt
CCOC(=O)c1c(CC(C)C)csc1/N=C/C1C(=O)CC(C)(C)CC1=O,-3.7,-0.8,2.3,20.5,-1.2,6.3,1.0,-92.7

# Compounds as they come; 6.9% or so of the library scored in one or more.
